GPR35 antagonists – GPR35 antagonists blocking zaprinast-driven arrestin recruitment, primary screen, imaging, U2OS, beta-arrestin-GFP, zaprinast agonist (AID 2058); U2OS GPR35 beta-arrestin-GFP translocation imaging, zaprinast antagonism; higher % means a stronger effect; one-dose inhibition, % at 10 µM; IC50 in µM for titrated hits; actives 0.052% (n = 290,000);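 active = inhibition of at least 50% with at least 30 cells and total cytoplasm GFP at most 10,000,000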
West Nile virus CPE – West Nile virus antiviral activity, cell-based, CPE readout (AID 1621); actives 0.02% (n = 290,000); one-dose CPE inhibition, % at 10 µM; IC50 in µM for titrated hits; West Nile virus-infected cells, CPE inhibition; higher % means a stronger effect; in the data active = a potency from the dose series; note: strong numbers were not always called active
RSV CPE inhibition – RSV antiviral activity via CPE protection, HEp-2 cells, primary 10 µM value included (AID 2391). HEp-2 cells, RSV-induced CPE inhibition; higher % means a stronger effect. CPE inhibition, % at 10 µM; hits with a dose series show IC50 in µM. actives 0.13% (n = 310,000); in the data active = a potency from the dose series; note: strong numbers were not always called active
CSM14.1 death rescue – rescue of cells from ER stress-induced death, primary screen, 384-well, CSM14.1, thapsigargin, ATP luminescence (AID 1222). cellular ATP content (survival), % at 20 µM, or EC50 in µM where a hit was titrated. 190,000 tested, under 10 active. CSM14.1 thapsigargin-induced death rescue, ATP luminescence; higher % means a stronger effect;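 active = EC50 below 50 µM in the dose-response confirmation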;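 note: death triggered by thapsigargin at about 15 µM added after 2 h compound pretreatment; cell ATP read after overnight thapsigargin exposure of roughly 18 to 22 hours; normalized against plate controls of thapsigargin alone and 5% DMSO vehicle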
Dengue-2 NS5 capping – Dengue-2 NS5 methyltransferase inhibitors, primary screen, biochemical, confirmation dose response (AID 588689) | Dengue-2 NS5 methyltransferase capping enzyme assay, biochemical; higher % means a stronger effect | inhibition, % at 25 µM; hits with a dose series show IC50 in µM | actives 0.3% (n = 340,000); in the data active = a potency from the dose series
Large T inhibition – SV40 large T antigen inhibitors, biochemical (AID 1903); actives 0.39% (n = 310,000); SV40 large T antigen ATPase/helicase inhibition assay; higher % means a stronger effect; inhibition, % at 20 µM, or IC50 in µM where a hit was titrated; in the data active = a potency from the dose series; note: strong numbers were not always called active
MgcRacGAP inhibition – MgcRacGAP GTPase-activating activity inhibitors, confirmation, biochemical, ADP Hunter fluorescence; inhibition, % at 30 µM, or IC50 in µM where a hit was titrated; Rac GTPase-activating protein 1 (Homo sapiens); actives 0.6% (n = 340,000); MgcRacGAP-stimulated Rac1 GTP hydrolysis, ADP Hunter fluorescence; higher % means a stronger effect; GST-tagged Rac1 F28L mutant substrate;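 active = first-screen hits whose inhibition reached a set limit at any dose in the follow-up dose series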;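 note: fluorescence reports GDP produced by GAP-driven GTP hydrolysis; strong numbers were not always called active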
LYP phosphatase – inhibitors of LYP phosphatase, biochemical, fluorescence intensity, uHTS (AID 1779); recombinant LYP phosphatase, fluorescence intensity; higher % means a stronger effect; Tyrosine-protein phosphatase non-receptor type 22 (Homo sapiens); actives 0.054% (n = 290,000); inhibition, % at 11.5 µM, or IC50 in µM where a hit was titrated; in the data active = inhibition above about 50%;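 note: plate controls were vehicle with enzyme for no effect and no enzyme for full effect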
PhoP inhibition – inhibitors of PhoP regulon expression, primary screen, Salmonella Typhimurium, GFP reporter (AID 1863); actives 0.16% (n = 300,000); inhibition, % at 50 µM; hits with a dose series show IC50 in µM; S. Typhimurium PhoP-regulated promoter GFP reporter, 4 h; higher % means a stronger effect;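 active = inhibition over 29.93%, a cutoff 3 SD above the screen mean, later confirmed by dose response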;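 note: 0% = low Mg2+ inducing control and 100% = high Mg2+ repressing control; strong numbers were not always called active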
Numbers without * were called inactive; x = not tested or not shown; & = joins results of further samples.

no.	SMILES	GPR35 antagonists	West Nile virus CPE	RSV CPE inhibition	CSM14.1 death rescue	Dengue-2 NS5 capping	Large T inhibition	MgcRacGAP inhibition	LYP phosphatase	PhoP inhibition
1	O=C(NCCc1ccc(Cl)cc1)C1CC(=O)N(C2CCCCC2)C1 (centres undefined)	x	-0.2%	2.2%	x	-1%	x	-1%	x	x
2	COc1ccccc1CNC(=O)CC(C)c1ccccc1 (centres undefined)	1%	-0.5%	1.5%	x	2%	4%	2%	-6%	3%
3	O=C(NCc1ccccc1)c1ccc2nc(N3CCOCC3)sc2c1	2%	-0.2%	3.2%	x	-1%	11%	2%	-5%	-9%
4	NNc1nc2cc3c(cc2s1)OCCO3	4%	-0.3%	2.7%	x	-21%	25%	2%	-9%	-1%
5	Cc1ccc(OCC(=O)N2CCC(N3CC(C)CC(C)C3)CC2)cc1 (centres undefined)	-6%	-0.1%	-1.5%	x	-3%	19%	17%	-7%	11%
6	CCOC(=O)CC(NC(=O)c1ccco1)c1ccc(OC)cc1 (centres undefined)	5%	-0.7%	1.1%	-1.0%	1%	1%	-8%	-2%	2%
7	Cc1cc(C(F)(F)F)nc(-n2cc(-c3ccccc3)nn2)n1	-15%	0.7%	1.2%	2.2%	5%	7%	11%	-4%	0%
8	COc1cc(C(=O)NC(C)c2cnn(-c3ccccc3C)c2C)cc(OC)c1OC (centres undefined)	6%	-0.5%	0.3%	1.3%	-4%	23%	9%	-4%	-10%
9	COC(=O)CCN1CCC(C(N)=O)CC1	-6%	0.3%	1.9%	-2.3%	-5%	-2%	6%	-7%	2%
10	COc1cccc(C(=O)N(C)CC(=O)Nc2ccc(F)c(F)c2F)c1	-4%	0.5%	0.7%	x	-2%	1%	5%	-7%	2%
11	COc1ccc(CCNC(=O)c2ccccc2C(=O)NCCc2ccc(OC)cc2)cc1	x	x	0.5%	x	-1%	14%	4%	x	x
12	CC1CCN(c2ccc(-c3cccc(NC(=O)C(F)(F)F)c3)nn2)CC1	-2%	-0.5%	7.4%	x	-8%	-1%	0%	-6%	1%
13	O=C(Nc1ccccc1C(=O)N1CCCCC1)c1ccco1	4%	-0.3%	0.5%	x	-7%	-6%	-1%	-8%	1%
14	CCCCC(=O)Nc1ccc(N2CCCC2)cc1	x	0.1%	1.6%	x	14%	x	10%	x	x
15	CC(=O)OCC(=O)[C@@]1(O)CC[C@H]2[C@@H]3CCC4=CC(=O)CC[C@]4(C)[C@H]3[C@@H](O)C[C@@]21C	-7%	0.4%	-2.4%&-2.0%	-1.3%	-5%&-1%	14%&24%	3%&2%	-2%	0%&-11%
16	O=C(C[n+]1ccc(C(=O)NCc2ccccc2)cc1)c1ccc2c(c1)OCCO2	13%	0.3%	-1.5%	-0.7%	-2%	9%	-38%	-2%	8%
17	CCNC(=O)OCc1cn(-c2ccc(Cl)cc2)nn1	-13%	-0.4%	0.7%	-1.0%	3%	-4%	0%	11%	1%
18	COc1cccc(NC(=O)CCC2CCN(C(=O)c3sccc3C)CC2)c1	-2%	-0.6%	3.0%	x	3%	13%	8%	-6%	-7%
19	COc1ccc(-n2nnnc2SCC(N)=O)cc1	-15%	1.1%	1.4%	-2.1%	3%	-1%	9%	-3%	-5%
20	COCCNC(C(=O)Nc1ccc(C)cc1[N+](=O)[O-])c1ccccc1 (centres undefined)	-5%	-1.1%	-0.2%	-0.1%	-7%	7%	10%	-1%	-4%
21	CCOC(=O)C(C)n1cnc2sc3c(c2c1=O)CCC3 (centres undefined)	9%	0.3%	1.8%	0.0%	-1%	11%	12%	-1%	4%
22	CC(C)CN1CN(S(=O)(=O)c2cccs2)c2nc3ccccc3nc21	4%	0.1%	x	-0.6%	x	0%	x	0%	-4%
23	CCCOc1ccc2[nH]c(C(=O)N/N=C/c3cc(OC)c(OC)c(OC)c3)cc2c1	-10%	1.6%	4.5%	x	0%	-1%	10%	-2%	-15%
24	NC(=O)CC(NC(=O)Cc1ccc(Cl)cc1)c1ccc(N2CCN(c3ccccn3)CC2)c([N+](=O)[O-])c1 (centres undefined)	-11%	-0.2%	-0.1%	x	-18%	17%	4%	-5%	-1%
25	O=C(NCCN1CCCC1)C1CCN(S(=O)(=O)N2CCC3(CC2)OCCO3)CC1	-6%	-0.2%	-0.3%	-0.6%	1%	10%	-7%	-7%	2%
26	Brc1cccc2sc(N3CCCC3)nc12	-2%	1.1%	6.5%	-1.0%	-1%	8%	13%	-6%	-3%

Exported with one line to a screen: 15 of the compounds above.
#1 O=C(NCCc1ccc(Cl)cc1)C1CC(=O)N(C2CCCCC2)C1 (centres undefined)
#2 COc1ccccc1CNC(=O)CC(C)c1ccccc1 (centres undefined)
#3 O=C(NCc1ccccc1)c1ccc2nc(N3CCOCC3)sc2c1
#4 NNc1nc2cc3c(cc2s1)OCCO3
#5 Cc1ccc(OCC(=O)N2CCC(N3CC(C)CC(C)C3)CC2)cc1 (centres undefined)
#6 CCOC(=O)CC(NC(=O)c1ccco1)c1ccc(OC)cc1 (centres undefined)
#7 Cc1cc(C(F)(F)F)nc(-n2cc(-c3ccccc3)nn2)n1
#8 COc1cc(C(=O)NC(C)c2cnn(-c3ccccc3C)c2C)cc(OC)c1OC (centres undefined)
#9 COC(=O)CCN1CCC(C(N)=O)CC1
#10 COc1cccc(C(=O)N(C)CC(=O)Nc2ccc(F)c(F)c2F)c1

assay / compound | 1 | 2 | 3 | 4 | 5 | 6 | 7 | 8 | 9 | 10
GPR35 antagonists | x | 1% | 2% | 4% | -6% | 5% | -15% | 6% | -6% | -4%
West Nile virus CPE | -0.2% | -0.5% | -0.2% | -0.3% | -0.1% | -0.7% | 0.7% | -0.5% | 0.3% | 0.5%
RSV CPE inhibition | 2.2% | 1.5% | 3.2% | 2.7% | -1.5% | 1.1% | 1.2% | 0.3% | 1.9% | 0.7%
CSM14.1 death rescue | x | x | x | x | x | -1.0% | 2.2% | 1.3% | -2.3% | x
Dengue-2 NS5 capping | -1% | 2% | -1% | -21% | -3% | 1% | 5% | -4% | -5% | -2%
Large T inhibition | x | 4% | 11% | 25% | 19% | 1% | 7% | 23% | -2% | 1%
MgcRacGAP inhibition | -1% | 2% | 2% | 2% | 17% | -8% | 11% | 9% | 6% | 5%
LYP phosphatase | x | -6% | -5% | -9% | -7% | -2% | -4% | -4% | -7% | -7%
PhoP inhibition | x | 3% | -9% | -1% | 11% | 2% | 0% | -10% | 2% | 2%

#11 COc1ccc(CCNC(=O)c2ccccc2C(=O)NCCc2ccc(OC)cc2)cc1
#12 CC1CCN(c2ccc(-c3cccc(NC(=O)C(F)(F)F)c3)nn2)CC1
#13 O=C(Nc1ccccc1C(=O)N1CCCCC1)c1ccco1
#14 CCCCC(=O)Nc1ccc(N2CCCC2)cc1
#15 CC(=O)OCC(=O)[C@@]1(O)CC[C@H]2[C@@H]3CCC4=CC(=O)CC[C@]4(C)[C@H]3[C@@H](O)C[C@@]21C

assay / compound | 11 | 12 | 13 | 14 | 15
GPR35 antagonists | x | -2% | 4% | x | -7%
West Nile virus CPE | x | -0.5% | -0.3% | 0.1% | 0.4%
RSV CPE inhibition | 0.5% | 7.4% | 0.5% | 1.6% | -2.4%&-2.0%
CSM14.1 death rescue | x | x | x | x | -1.3%
Dengue-2 NS5 capping | -1% | -8% | -7% | 14% | -5%&-1%
Large T inhibition | 14% | -1% | -6% | x | 14%&24%
MgcRacGAP inhibition | 4% | 0% | -1% | 10% | 3%&2%
LYP phosphatase | x | -6% | -8% | x | -2%
PhoP inhibition | x | 1% | 1% | x | 0%&-11%

Results in RSV CPE inhibition, for some of the entries so far:
| no. | canonical_smiles | RSV CPE inhibition |
| --- | --- | --- |
| 20 | COCCNC(C(=O)Nc1ccc(C)cc1[N+](=O)[O-])c1ccccc1 (centres undefined) | -0.2% |
| 21 | CCOC(=O)C(C)n1cnc2sc3c(c2c1=O)CCC3 (centres undefined) | 1.8% |

Bioassay records: PubChem BioAssay, several laboratories
